# Myeloid diff MLP: compounds promoting myeloid differentiation. ER-HoxA9 myeloid progenitors, lysozyme-GFP differentiation, flow cytometry. calls only at 10 µM. actives 1% (n = 360,000). AID 624256;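 active = normalized GFP-positive differentiation at or above the plate's own cutoff, the solvent-only control mean plus 3 SD; inconclusive = no clear call, values can overlap the other calls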;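 note: cells exposed to compound for four days before flow analysis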
# PMI inhibition: human PMI inhibitors, high substrate, primary screen, biochemical, fluorescence intensity, high mannose 6-phosphate (AID 1220). recombinant PMI enzyme, coupled fluorescence intensity; higher % means a stronger effect. inhibition, % at 20 µM; hits with a dose series show IC50 in µM. actives 0.66% (n = 190,000)
# LYP phosphatase: PTPN22 lymphoid phosphatase activity blockers – biochemical, fluorescence intensity, uHTS (AID 1779) | actives 0.054% (n = 290,000) | inhibition, % at 11.5 µM; hits with a dose series show IC50 in µM | recombinant LYP phosphatase, fluorescence intensity; higher % means a stronger effect;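 note: plate controls were vehicle with enzyme for no effect and no enzyme for full effect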
# P. falciparum M1AAP: malaria alanyl aminopeptidase activity blockers – biochemical, fluorogenic H-Leu-NHMec substrate, 1536-well (AID 1445) | actives 0.42% (n = 220,000) | inhibition, % at 30 µM; hits with a dose series show IC50 in µM | recombinant M1AAP, H-Leu-NHMec fluorogenic kinetic assay; higher % means a stronger effect;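 active = primary inhibition above the hit cutoff, then over 50% inhibition at one or more dose response concentrations, cut at about 23% in these data, passing the limit was not always enough; inconclusive = conflicting primary data, or primary hits not chosen for dose response; inactive = low primary inhibition, or under 50% at every dose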;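 note: plate controls were DMSO full reaction for no effect and no enzyme background for full effect; strong numbers were not always called active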
# human PMI inhibition: MPI enzyme activity inhibition – biochemical, fluorescence intensity, coupled assay, primary screen (AID 1209); actives 0.42% (n = 190,000); purified PMI enzyme, coupled fluorescence intensity; higher % means a stronger effect; one-dose inhibition, % at 20 µM; IC50 in µM for titrated hits;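 note: plate controls were DMSO vehicle for no effect and wells lacking substrate for full effect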
# ER stress rescue: rescue of cells from ER stress-induced death, primary screen, 384-well, CSM14.1, thapsigargin, ATP luminescence (AID 1222). CSM14.1 thapsigargin-induced death rescue, ATP luminescence; higher % means a stronger effect. cellular ATP content (survival), % at 20 µM, or EC50 in µM where a hit was titrated. 190,000 tested, under 10 active;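 active = EC50 below 50 µM in the dose-response confirmation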;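 note: death triggered by thapsigargin at about 15 µM added after 2 h compound pretreatment; cell ATP read after overnight thapsigargin exposure of roughly 18 to 22 hours; normalized against plate controls of thapsigargin alone and 5% DMSO vehicle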
# P. falciparum M17LAP: P. falciparum M17LAP inhibitors, primary screen, biochemical, fluorogenic H-Leu-NHMec substrate, 1536-well (AID 1619). actives 0.38% (n = 220,000). one-dose inhibition, % at 30 µM; IC50 in µM for titrated hits. recombinant M17LAP, H-Leu-NHMec fluorogenic kinetic assay; higher % means a stronger effect;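 active = compound inhibiting the enzyme by more than half at any dose during confirmatory dose-response retesting; inconclusive = strong single-dose inhibitors picked by rank but not retested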;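 note: plate controls were full reaction with DMSO carrier for no effect and no enzyme background for full effect; strong numbers were not always called active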
# XIAP displacement: XIAP antagonists, biochemical, IAP family, fluorescence polarization (AID 1018) | actives 0.007% (n = 200,000) | displacement, % at 20 µM; hits with a dose series show IC50 in µM | XIAP BIR domain, fluorescence polarization peptide displacement; higher % means a stronger effect; in the data active = displacement above about 50%; note: a part of the inactive calls stands beside numbers as strong as those of hits
# TNAP activation fold: human TNAP enzyme activators, primary screen, biochemical, luminescent, no phosphate acceptor, uHTS (AID 1001); purified TNAP, luminescent activation assay, no phosphate acceptor; higher activation fold means a stronger effect; activation fold at 20 µM; hits with a dose series show EC50 in µM; actives 0.03% (n = 200,000); in the data active = activation fold from about 3, or a potency from the dose series; inactive = the rest, 99 in 100 with activation fold below about 1.6; note: many of its hits are not listed in these tables
# Myeloid diff MLP GFP+ MAC1+ %: second read-out of Myeloid diff MLP, no call of its own (marks repeat the call); GFP+ MAC1+ double positive, %; measured here: differentiation confirmed by MAC1 staining
# * marks the source's active call; other numbers are inactive results; i = inactive; ? = inconclusive; . = no result given. Cut-off read from the data, not from the text of the source, unless noted: active = inhibition above about 50%; inactive = the rest. An unsorted share of the library; overall some 2.7% were active at least once.
SMILES,Myeloid diff MLP,Myeloid diff MLP GFP+ MAC1+ %,PMI inhibition,LYP phosphatase,P. falciparum M1AAP,human PMI inhibition,ER stress rescue,P. falciparum M17LAP,XIAP displacement,TNAP activation fold
C=CCn1c(SCC(=O)Nc2ccccc2C)nc2sc(C)c(C)c2c1=O,i,1.3,-8%,0%,1%,-8%,-1.9%,3%,-4.5%,1.5
O=C(COc1ccccc1)N1CCN=C1SCc1ccccc1,i,0.8,4%,6%,5%,2%,.,-4%,-3.3%,1.1
N#CC1=C(N)Oc2cc(N)ccc2C1c1ccc(F)cc1 (stereo not drawn),i,0.6,-55%,-1%,-1%,-14%,-0.5%,8%,-9.5%,1.1
O=C(NC1CCCC1)C(c1ccncc1)N(CCCN1CCOCC1)C(=O)c1ccc(-c2ccccc2)[nH]1 (stereo not drawn),i,0.6,3%,-1%,-1%,0%,2.5%,4%,-1.1%,1.1
N#CCC(=O)Nc1ccc(C(=O)NCc2ccccn2)cc1,i,1.3,-12%,-6%,16%,-11%,-0.1%,9%,-4.8%,1
CCOC(=O)c1cnc2c(cnn2C)c1NCCC#N,i,0.6,15%,2%,3%,16%,0.5%,2%,-2.9%,1
Cc1ccc(NC(=O)COc2ccc(/C=C3/SC(=Nc4ccccc4)N(Cc4cccnc4)C3=O)cc2)cc1,i,1.1,-4%,4%,-1%,-6%,0.4%,7%,-5.1%,1
COc1cccc(Nc2nc(-c3ccc(O)cc3)cs2)c1,i,7.8,41%,-5%,12%,21%,-1.2%,14%,-18%,1.1
CCn1c(SCC(=O)N2CCCC2)nc2c1c(=O)n(C)c(=O)n2C,i,5.5,13%,-8%,4%,3%,0.0%,4%,0.0%,1.2
COC(=O)C(C(=O)OC)C(C[N+](=O)[O-])c1ccc(OC)cc1 (stereo not drawn),i,1.2,12%,-10%,9%,11%,8.4%,19%,-3.1%,1.1
CCc1ccc(NC(=O)c2ccc(Cn3cc([N+](=O)[O-])cn3)cc2)cc1,i,0.8,1%,-3%,3%,-7%,-3.0%,-5%,-1.7%,1.1
CCOCC(=O)Nc1nnc(COCC)s1,i,0.0,-2%,-10%,2%,-2%,-1.9%,-14%,-5.1%,1.1
CCOC(=O)NC1(C(F)(F)F)NC(=O)N(C2CCCCC2)C1=O (stereo not drawn),i,5.6,-10%,-11%,-4%,-5%,1.6%,5%,-3.2%,1.1
Cc1cccc2cc(C(c3nnnn3CC3CCCO3)N3CCCC4(CCCCC4)C3)c(=O)[nH]c12 (stereo not drawn),.,.,6%,6%,-1%,1%,0.2%,-4%,-5.7%,1.1
CC(CO)(CO)NC(=O)c1ccc(=O)[nH]n1,i,0.1,.,-8%,3%,.,.,-7%,.,.
COc1ccc(OC)c(Cc2nnc(CCC(=O)NC3CCCCCCC3)o2)c1,i,0.2,7%,-5%,-17%,5%,-0.1%,4%,-0.2%,1.1
CCn1cc([N+](=O)[O-])c(C(=O)N2N=C(c3ccc(OC)cc3OC)CC2c2ccccc2O)n1 (stereo not drawn),i,1.1,-9%,6%,16%,-8%,-4.1%,5%,-8.7%,0.8
CC1(C)CC2(CCO1)C(Nc1ccccc1)=NC(=S)N2CC(N)=O (stereo not drawn),i,0.5,.,-8%,-3%,.,.,-3%,.,.
COc1ccccc1C(=O)N/N=C(\C)CC(=O)Nc1ccc(Cl)cn1,i,0.9,.,0%,2%,.,.,-6%,.,.
CCn1cc(Cl)c(C(=O)Nc2ccccc2C(N)=O)n1,i,0.1,6%,1%,-1%,3%,-1.4%,1%,-3.6%,1.1
COc1ccc(C)cc1NC(=O)C1CCCN(S(=O)(=O)c2cnc[nH]2)C1 (stereo not drawn),i,1.8,-4%,-10%,2%,1%,-1.8%,0%,-1.9%,1.1
O=C(CSc1n[nH]c(=O)[nH]c1=O)NC1CC1,i,0.4,-3%,0%,-5%,-6%,-0.7%,-5%,-9.0%,1
CCOc1cccc(CNc2ccc(O)cc2)c1OCc1ccccc1Cl,i,1.0,48%,2%,?,28%,-0.5%,18%,-6.3%,1
CC(C)C1Cc2c(sc3c2c(=O)n(-c2ccccc2)c2n[nH]c(=S)n32)CO1 (stereo not drawn),i,0.2,.,1%,9%,.,.,13%,.,.
CCN(C(=O)CCS(=O)(=O)c1ccc(Br)cc1)c1ccc2c(c1)OCO2,i,0.6,15%,0%,1%,15%,-2.4%,-7%,0.9%,1.1

# Further entries follow:
SMILES,Myeloid diff MLP,Myeloid diff MLP GFP+ MAC1+ %,PMI inhibition,LYP phosphatase,P. falciparum M1AAP,human PMI inhibition,ER stress rescue,P. falciparum M17LAP,XIAP displacement,TNAP activation fold
Cn1nc(C(F)(F)F)cc1-c1ccc(/C=C(\C#N)C(=O)c2cccc(C(F)(F)F)c2)s1,i,0.6,.,-3%,-5%,.,.,0%,.,.
CCc1cccc(CC)c1NC(=O)COC(=O)Cc1ccsc1,i,0.8,5%,-7%,-1%,0%,-2.3%,12%,-7.5%,1
COc1ccc(Cl)cc1NC(=O)CN(C)C(=O)COc1ccccc1F,i,0.8,0%,-4%,7%,-8%,-1.0%,-8%,-3.4%,1.1
O=S(=O)([N-]c1nc2ccccc2nc1-[n+]1ccc(-c2ccncc2)cc1)c1ccccc1,i,1.0,8%,-4%,10%,7%,-0.8%,-2%,-3.7%,1
CCc1onc(C)c1C(=O)Nc1ccc2c(c1)OCO2,i,1.1,-4%,-3%,4%,0%,-1.8%,5%,-4.3%,1.1
COc1ccc(O)c(C(c2c(C)[nH][nH]c2=O)c2c(C)[nH][nH]c2=O)c1,i,0.1,57%*,-5%,.,32%,0.3%,.,-2.8%,1.2
N#C/C(=C/c1ccc(N2CCCC2)c([N+](=O)[O-])c1)c1nc2ccccc2[nH]1,i,0.8,1%,9%,0%,1%,-2.8%,1%,-3.2%,0.8
O=C(Nc1ccc2c(c1)OCO2)Nc1cnccn1,i,0.6,2%,-2%,0%,6%,.,8%,-0.6%,1.1
Cn1cc(SCC(=O)N2CCOCC2)c2ccccc21,i,2.2,-10%,-8%,4%,-9%,-1.4%,1%,-8.7%,1
CC1CCN(CC(=O)Nc2ccc(S(=O)(=O)NC3CC3)cc2)CC1,i,0.5,.,-8%,-3%,.,.,-8%,.,.
COc1ccc(Cn2c(C(C)C)nc3sc4ccccc4c(=O)c3c2=O)cc1,i,0.9,.,1%,2%,.,.,-3%,.,.
O=C1CC(c2ccccc2)Oc2cc(O)cc(O)c21 (stereo not drawn),i,0.9,.,-8%,6%,.,.,12%,.,.
CS(=O)(=O)Nc1cccc(C2=NN(S(=O)(=O)c3ccc(F)cc3)C(c3cccs3)C2)c1 (stereo not drawn),i,0.7,21%,4%,9%,25%,0.0%,10%,-5.4%,1
COC(=O)[C@H](CCSC)NC(=O)N1CCC(C)CC1,i,7.0,-2%,-1%,-6%,6%,3.6%,8%,-2.0%,1
O=C(NCC1CCCO1)C1CCN(C2CCN(C(=O)C3CCCCC3)CC2)CC1 (stereo not drawn),i,0.4,6%,-6%,1%,11%,1.7%,-6%,-6.1%,1.1
Cc1cc(NC(=O)CNC(=O)C2CCCCC2)no1,i,0.7,2%,-3%,6%,-2%,-1.4%,2%,-2.3%,1.1
O=C(CCC(=O)OCc1ccc(C(=O)Oc2ccccc2)cc1)Nc1cccc2ccccc12,i,1.3,5%,3%,-4%,7%,1.3%,5%,-4.2%,1.1
CCCN(CCC)CCNC(=O)C1CC(=O)N(c2ccc(OC)cc2)C1c1ccc(OC)cc1 (stereo not drawn),i,0.5,-4%,-6%,-2%,-3%,-0.6%,3%,-2.3%,1.1
COc1cccc(NC(=O)C2CCCCC2)c1,i,0.0,6%,-4%,4%,6%,-0.6%,4%,-4.6%,1.1
CNC(=S)NCCc1ccc(OC)c(OC)c1,i,0.5,11%,-4%,0%,4%,2.5%,-3%,-23%,1
c1ccc(-c2nnc(N3CCN(c4ccccn4)CC3)c3ccccc23)cc1,i,1.7,20%,1%,4%,23%,.,7%,-5.5%,1.1
CNC(=O)COC(=O)/C=C/c1cccc(F)c1,i,0.2,7%,1%,7%,-7%,1.2%,3%,-10%,1
Cc1cccc(N(C(=O)Cn2nnc3ccccc32)C(C(=O)NCc2ccco2)c2ccncc2)c1 (stereo not drawn),i,0.7,3%,-13%,6%,9%,-1.4%,24%,-3.3%,1
COC(=O)c1ccc(NC(=O)CN(c2ccc(C)cc2)S(=O)(=O)c2c(C)n[nH]c2C)cc1,i,0.7,8%,-4%,-17%,6%,-0.8%,2%,-3.8%,1
Cc1ccc(S(=O)(=O)Nc2ccc(Cl)cc2C(=O)c2ccc(F)cc2)cc1,i,0.2,10%,3%,3%,17%,-0.3%,-6%,3.2%,1
COc1ccc(CCNC(=O)C(=O)Nc2ccc3c(c2)OCCO3)cc1OC,i,0.5,2%,-11%,5%,8%,-4.7%,5%,-2.8%,1
CCCc1cc(-n2ccnc2)n2c(nc3ccccc32)c1C#N,i,0.7,18%,4%,0%,22%,-2.6%,-11%,-11%,1.2
CCN1CCN(c2nc3c(c(=O)n(C)c(=O)n3C)n2CCSc2ncccn2)CC1,i,1.3,8%,-13%,1%,7%,0.4%,-2%,-2.4%,1.1

# Of the compounds above, three contain two or more sulfur atoms.
SMILES,Myeloid diff MLP,Myeloid diff MLP GFP+ MAC1+ %,PMI inhibition,LYP phosphatase,P. falciparum M1AAP,human PMI inhibition,ER stress rescue,P. falciparum M17LAP,XIAP displacement,TNAP activation fold
C=CCn1c(SCC(=O)Nc2ccccc2C)nc2sc(C)c(C)c2c1=O,i,1.3,-8%,0%,1%,-8%,-1.9%,3%,-4.5%,1.5
CC(C)C1Cc2c(sc3c2c(=O)n(-c2ccccc2)c2n[nH]c(=S)n32)CO1 (stereo not drawn),i,0.2,.,1%,9%,.,.,13%,.,.
CS(=O)(=O)Nc1cccc(C2=NN(S(=O)(=O)c3ccc(F)cc3)C(c3cccs3)C2)c1 (stereo not drawn),i,0.7,21%,4%,9%,25%,0.0%,10%,-5.4%,1

# Profiles from above. Screens in order: Myeloid diff MLP | Myeloid diff MLP GFP+ MAC1+ % | PMI inhibition | LYP phosphatase | P. falciparum M1AAP | human PMI inhibition | ER stress rescue | P. falciparum M17LAP | XIAP displacement | TNAP activation fold
# CCCc1cc(-n2ccnc2)n2c(nc3ccccc32)c1C#N reads i | 0.7 | 18% | 4% | 0% | 22% | -2.6% | -11% | -11% | 1.2
# O=C(Nc1ccc2c(c1)OCO2)Nc1cnccn1 reads i | 0.6 | 2% | -2% | 0% | 6% | . | 8% | -0.6% | 1.1
# COc1ccc(CCNC(=O)C(=O)Nc2ccc3c(c2)OCCO3)cc1OC reads i | 0.5 | 2% | -11% | 5% | 8% | -4.7% | 5% | -2.8% | 1

# Compound activity from PubChem BioAssay.
